# Compound activity from PubChem.
# FEN1 inh – inhibitors of human flap endonuclease 1; P39748; Recombinant FEN1 flap cleavage, fluorescence, 15 min; Potency, µM (titrated, usually from 114 µM), for the others: at the highest dose activity change, negative = inhibition, usual class: inhibitors; 0.35% of 390,000 active; further: nearly all actives have a fitted effect of over 65% in size
#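 Nuclease activity of 10 nM FEN1 was measured after 15 min of room-temperature exposure to titrated compounds, by adding 50 nM flap substrate and reading plates at 0 and 15 min.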
# KAT2A inh – inhibitors of human GCN5L2 histone acetyltransferase | Q92830 | GCN5L2 HAT assay, ThioGlo1 CoA-SH fluorescence | Potency, µM (top dose mostly 58.9 µM), without a hit: top-dose activity change, negative = inhibition, actives largely listed as inhibitors | 0.21% of 390,000 active
# Target sequence (Q92830 whole entry, looked up): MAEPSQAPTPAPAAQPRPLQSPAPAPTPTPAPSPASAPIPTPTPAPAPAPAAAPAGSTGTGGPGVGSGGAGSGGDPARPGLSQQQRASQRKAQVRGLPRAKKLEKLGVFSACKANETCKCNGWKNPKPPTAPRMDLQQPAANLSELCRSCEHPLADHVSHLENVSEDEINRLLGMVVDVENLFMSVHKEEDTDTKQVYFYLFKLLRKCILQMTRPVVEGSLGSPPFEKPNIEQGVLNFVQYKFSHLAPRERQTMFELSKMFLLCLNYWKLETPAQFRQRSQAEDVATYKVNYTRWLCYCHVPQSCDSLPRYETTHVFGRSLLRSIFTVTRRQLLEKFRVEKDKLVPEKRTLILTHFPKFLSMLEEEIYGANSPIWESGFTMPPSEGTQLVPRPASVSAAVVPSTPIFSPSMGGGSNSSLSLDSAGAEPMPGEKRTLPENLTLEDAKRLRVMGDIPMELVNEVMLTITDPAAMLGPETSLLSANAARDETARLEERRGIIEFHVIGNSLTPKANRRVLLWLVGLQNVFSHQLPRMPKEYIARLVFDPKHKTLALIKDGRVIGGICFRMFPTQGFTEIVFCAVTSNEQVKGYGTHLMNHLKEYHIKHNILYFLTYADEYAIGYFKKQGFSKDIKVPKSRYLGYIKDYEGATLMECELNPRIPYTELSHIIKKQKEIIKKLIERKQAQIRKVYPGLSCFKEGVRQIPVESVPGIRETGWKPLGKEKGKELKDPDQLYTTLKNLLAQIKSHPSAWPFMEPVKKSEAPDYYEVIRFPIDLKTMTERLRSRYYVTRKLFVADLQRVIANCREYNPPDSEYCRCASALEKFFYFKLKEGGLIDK
#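 qHTS, 1536-well. 20nM enzyme, pH 7.5 HEPES/EDTA/Tween-20 buffer; 15 min compound preinc., RT. Start: 75uM H3(1-25), 70uM AcCoA, 50uM ThioGlo1. Read Ex340/Em540 at t=0 (autofluorescence flag) and t=20 min.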
# N370S GC mod – inhibitors or activators of N370S glucocerebrosidase for Gaucher disease; P04062; N370S GC spleen homogenate, 4MU-glucoside fluorescence; Potency, µM (series often up to 59.4 µM), without a hit: at the top dose activity change, negative = inhibition, hits mostly inhibitors; 0.092% of 330,000 active;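 further: 0% = full enzyme activity and -100% = no enzyme basal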
# * = called active by the depositor; ? = inconclusive; nt = not tested or not shown; [ ] = remark or other dose. The call rests on the fitted dose curve; in most records, active means well fitted curve in the direction sought with a large enough effect; inconclusive means small, poorly fitted or top-dose-only effect, or another doubt; inactive means no such curve, though single readings can be large; an effect the other way counts as inactive or inconclusive. Unless noted, on the % scale 0 is the no-effect control and ±100 the full control effect; potency means the concentration at half of the fitted maximal effect. An excerpt; rates above refer to the full screens.
SMILES,FEN1 inh,KAT2A inh,N370S GC mod
CC(C)(C)C(=O)Cn1nc(Cl)nc1Cl,1%,25%,17%
COc1cccc(-c2noc(-c3ccc(Cl)nc3)n2)c1,-1%,-7%,0%
CC1=CCC(C(=O)O)(C(=O)N/N=C/c2cccnc2)C(c2ccccc2)C1 (stereo unspecified),5%,-6%,7%
Cc1cc2nnn(-c3nnc(-c4ccccc4)c4ccccc34)c2cc1C,1%,2%,6%
CCc1nn(C(CC)C(=O)NCc2cccs2)c(=O)c2cc3occc3n12 (stereo unspecified),-4%,2%,12%
CCOC(=O)C1CCCN(Cc2nc(Cc3cccc(F)c3)no2)C1 (stereo unspecified),-8%,-9%,6%
CCOC(=O)Cn1c(=O)n(-c2ccccc2OC)c2nc(-c3ccccc3)nc(C(N)=O)c21,5%,0%,nt
O=C1CCCS(=O)(=O)c2ccccc21,-1%,-1%,2%
CCc1ccc2c(c1)c(=O)c(S(=O)(=O)c1ccccc1)cn2CC(=O)Nc1ccc(OC)cc1,15%,-5%,nt
CC1(C)NC(=O)N(CCCCOc2cccc(C(F)(F)F)c2)C1=O,-11%,-5%,2%

# A run of entries of the results above:
SMILES,FEN1 inh,KAT2A inh,N370S GC mod
CC(C)(C)C(=O)Cn1nc(Cl)nc1Cl,1%,25%,17%
COc1cccc(-c2noc(-c3ccc(Cl)nc3)n2)c1,-1%,-7%,0%

# The list goes on.
SMILES,FEN1 inh,KAT2A inh,N370S GC mod
CCOC(=O)C1CCN(C(=O)/C(C)=C\c2ccccc2)CC1,7%,-7%,17%
CC(C)CCCCCCNC(=S)Nc1ccc(S(=O)(=O)N2CCOCC2)cc1,?,-11%,-28%
Cc1cc(S(=O)(=O)Nc2c(C(=O)O)[nH]c3ccccc23)ccc1F,-14%,-3%,12%
O=C(Nc1cccc(Cl)c1)C1COc2ccccc2O1 (stereo unspecified),5%,-10%,-9%
Cc1nc2cc(NC(=O)COc3ccccc3C#N)ccc2n1-c1ccccc1,-16%,0%,16%
CC1CCC2C(C1)Nc1c(C(=O)O)cccc1C2(C)C (stereo unspecified),-5%,-9%,?
O=C(Cc1ccc(-n2c(=O)c3ccccc3n(Cc3ccccc3F)c2=O)cc1)NCC1CCCO1 (stereo unspecified),3%,-2%,1%
Cc1cc(C2C(=O)C(C(=O)c3ccc(Cl)cc3)C(=O)CC2(C)C)on1 (stereo unspecified),-14%,1%,-2%
O=S(=O)(NCCc1cccs1)c1ccc(Br)cc1,0%,-9%,6%
O=C(N/N=C/c1cccnc1)c1cc(Br)ccc1O,6%,-1%,-26%
O=C(c1cccc(S(=O)(=O)N2CCc3ccccc32)c1)N1CCOCC1,1%,-3%,nt
O=C(CNc1cc(S(=O)(=O)N2CCOCC2)ccc1NCC1CCCO1)Nc1ccc(C(F)(F)F)cc1 (stereo unspecified),-2%,-21%,-10%
COc1ccccc1CN1C[C@@H]2C[C@@H](c3[nH]c4ccc(C)cc4c3C)N3CCC[C@@]23C1=O,-1%,-3%,8%
O=C(NC1CCCC1)c1ccc(CSc2nc3ccncc3n2Cc2ccccc2F)cc1,-9%,-3%,nt
COc1ccc(C)c2sc(N(CCCN(C)C)C(=O)c3ccc(S(=O)(=O)N(C)C)cc3)nc12,-3%,-7%,-9%
CCC(CC)c1nnc(NS(=O)(=O)Cc2ccccc2)s1,14%,-11%,8%
CCOc1ccc2nc(COC(=O)c3cccs3)c(C(C)=O)[n+]([O-])c2c1,-2%,-1%,14%
CCn1c(SC)nnc1C1CCN(S(=O)(=O)c2ccc(OC)cc2)CC1,-14%,-3%,-1%
COc1ccc(NC(=O)Nc2cccc3c2O[C@H](CN(C)S(C)(=O)=O)[C@@H](C)CN([C@H](C)CO)C3=O)cc1,5%,1%,nt
FC(F)(F)c1ccccc1NC(=S)N1CCCC1,1%,-5%,4%
O=C(Nc1ccc(F)cc1F)c1ccc2c(=O)n3c(nc2c1)CCC3,-2%,-9%,-4%
CCC(C)NC(=O)c1nn(-c2ccc(C)cc2)c(=O)n(C)c1=O (stereo unspecified),-8%,-7%,nt
COc1ccccc1NC(=O)Cn1c(=O)n(-c2cccc(C)c2)c(=O)c2c1c1cc(C)ccc1n2C,1%,-6%,nt
O=c1cc(CSc2ccc(S(=O)(=O)N3CCCCC3)cn2)nc2sccn12,7%,-8%,4%
COC1(OC)N=C(N)C2(C#N)C(c3ccc(F)cc3)C12C#N (stereo unspecified),-7%,1%,7%
COc1ccc(Cc2noc(-c3ccc(C)cc3)n2)cc1,-18%,-2%,9%
Cc1cn2c(=O)cc(COc3ccc(NC(=O)COc4ccccc4)cc3)nc2s1,15%,-5%,nt
CC1(C)OC(=O)C(=CNC(CO)C(=O)O)C(=O)O1 (stereo unspecified),-1%,1%,-15%
Cc1cc(SCC(=O)c2cccs2)n2nc(C)c(-c3ccc(Cl)cc3)c2n1,-1%,-6%,16%
O=C(Nc1cccc(F)c1)c1ccco1,-3%,-4%,2%
C/C(=N\N1C(C)CCCC1C)c1ccccc1O (stereo unspecified),4%,1%,3%
COc1ccc(-c2cc3cc(C(=O)O)ccn3c2C(=O)c2ccccc2)cc1,9%,-4%,-15%
Cc1c(Cl)cccc1NC(=S)N1CCCN(Cc2ccccc2F)C1,13%,-14%,-22%
CC1CN(C(=O)N2CCC(C(=O)NCc3ccccc3F)CC2)c2cc(Cl)ccc2O1 (stereo unspecified),5%,-17%,nt
CN1C(=O)C[C@H](C(=O)O)[C@@H]1c1cccnc1,nt,33%[activator],-6%
COc1cccc(NC(=O)CN(C)C(=O)CCNC(=O)c2ccccc2Cl)c1,9%,-4%,nt
COc1ccc(C(=O)c2c(C)oc3cc([N+](=O)[O-])c(O)c([N+](=O)[O-])c23)cc1,-2%,-1%,0%
CC(=O)NC1N=C(C)N(c2ccccc2)C1=O (stereo unspecified),-5%,-10%,6%
COc1cccc(=O)c2c(C)n(CC(=O)c3ccccc3)c(C)c12,-14%,?,8%
Cc1cc(C)c(S(N)(=O)=O)c(C)c1N(C)S(=O)(=O)c1ccc(Cl)cc1,-5%,?,0%
Cc1nn(C)c2c1c(-c1ccccc1)cc(=O)n2Cc1ccc(F)cc1,-18%,-8%,nt
O=S(=O)(Nc1ncccn1)c1ccc(NC(=S)NCCc2ccccc2)cc1,-2%,-8%,11%
CCOC(=O)C(NCCc1ccccc1)(NC(=O)CC)C(F)(F)F (stereo unspecified),-5%,-3%,-4%
CCC(Oc1ccccc1)C(=O)Nc1cc(-c2ccccc2OC)nn1-c1ccccc1 (stereo unspecified),5%,-15%,nt
CC(C)NC(=O)N1CCCC2(CCN(C(=O)c3ccco3)CC2)C1,nt,7%,2%
CC(C)(C)C(=O)Nc1nnc(-c2ccccc2)c(-c2ccccc2)n1,6%,-15%,-24%
O=C(O)c1ccccc1N/N=C/c1cc(Br)cc(Br)c1O,?,-27%,-1%
O=C(NC1CCCCC1)c1c(O)nc2sccn2c1=O,-3%,-1%,-6%
O=S(=O)(c1ccc(F)cc1)N1CCn2c(nc3ccccc32)C1,-6%,-4%,0%
O=C(COC(=O)CCc1c[nH]c(=O)[nH]1)Nc1ccccc1Cl,-7%,-8%,-6%
# The list goes on:
SMILES,FEN1 inh,KAT2A inh,N370S GC mod
CC(=O)c1cc2c(cc1NC(=O)c1cc(C)nn1-c1ccccc1)OCO2,-2%,-4%,12%
CCOC(=O)COc1ccc(S(=O)(=O)NCC2CCCO2)cc1 (stereo unspecified),-2%,-6%,0%
CCc1nc(SCc2ccccc2C#N)n[nH]1,12%,0%,5%
Cc1nn(-c2cccc(Cl)c2)c2nc(-c3cccnc3)cc(C(F)(F)F)c12,-12%,-2%,nt
CC1(C)N=C(SCC(=O)Nc2ccc(Cl)cc2)C(c2ccc(Cl)cc2)=N1,-14%,-9%,-19%
CC(=O)N1c2c(cc(Br)cc2S(=O)(=O)N2CCN(c3cc(C)ccc3C)CC2)CC1C (stereo unspecified),-20%,5%,nt
CCOc1ccc(OCC)c(NC(=O)c2cc(S(=O)(=O)N3CCc4ccccc43)cn2C)c1,-2%,-1%,nt
COc1ccc(C2CC(=O)C(C=NCCN3CCN(C(C)=O)CC3)=C(O)C2)cc1OC (stereo unspecified),nt,-2%,-13%
Cc1ccc(-n2c(C)cc(/C=C(\C#N)C(=O)Nc3ccc(C)c(C)c3)c2C)cc1,-4%,-4%,nt
CCCCn1c(C)nc2c(=O)n(C)c(=O)[nH]c21,6%,-6%,-6%
Cc1c(NS(=O)(=O)c2ccc(NCCN3CCOCC3)c([N+](=O)[O-])c2)c(=O)n(-c2ccccc2)n1C,-12%,-10%,2%
Cc1ccccc1NC(=O)CSc1nc(N2CCCCC2)nc(N2CCCCC2)n1,5%,42%[activator],1%
CCOc1ccc(CCNC(=O)COC(=O)c2cc(OC)c(OC)c(OC)c2)cc1OCC,nt,-6%,-23%
O=C(c1ccc2c(c1)N(Cc1c(F)cccc1Cl)C(=O)c1ccccc1S2)N1CCCC1,1%,-7%,nt
CCCN(CCC)CCNC(=O)C1c2ccccc2C(=O)N2CCc3ccccc3C12 (stereo unspecified),18%,-9%,16%
CCc1nc(-c2ccc(OC)c(OC)c2)cc2cc(OC)c(OC)cc12,-12%,-4%,-9%
COc1cc2c(cc1OC)C(c1cc3cc4c(cc3[nH]c1=O)OCO4)N(C(=O)C(C)C)CC2 (stereo unspecified),11%,-9%,27%
N#Cc1c(NC(=O)c2ccccc2)sc2c1CCC2,-3%,-3%,6%
COc1cc(NC(=O)c2cc3sccc3n2C)cc(OC)c1,?,-4%,-2%
CCc1ccc(NC(=O)CCNS(=O)(=O)c2ccc3c(c2)oc(=O)n3C)cc1,-7%,0%,nt

# An excerpt from above in order of their number in FEN1 inh, descending:
SMILES,FEN1 inh,KAT2A inh,N370S GC mod
COc1cc2c(cc1OC)C(c1cc3cc4c(cc3[nH]c1=O)OCO4)N(C(=O)C(C)C)CC2 (stereo unspecified),11%,-9%,27%
Cc1ccccc1NC(=O)CSc1nc(N2CCCCC2)nc(N2CCCCC2)n1,5%,42%[activator],1%
N#Cc1c(NC(=O)c2ccccc2)sc2c1CCC2,-3%,-3%,6%

# Next section.
SMILES,FEN1 inh,KAT2A inh,N370S GC mod
COc1cc(C(=O)COC(=O)C2CC2(Cl)Cl)cc(OC)c1OC (stereo unspecified),0%,-1%,nt
Cc1nn(-c2ccc(N3CCCC3)nn2)c(C)c1CCC(=O)Nc1ccc(F)c(Cl)c1,-6%,-8%,nt
O=C(NCC(c1ccco1)N1CCc2ccccc21)C(=O)Nc1ccccc1F (stereo unspecified),-4%,2%,1%
O=C(CN1CCN(S(=O)(=O)c2ccc(Br)cc2)CC1)Nc1ccc(F)cc1,-1%,1%,2%
Cc1ccc(C(=O)NCC(c2ccc3c(c2)OCO3)N2CCN(C)CC2)cc1C (stereo unspecified),-9%,0%,nt
CCn1nnnc1SCCSc1nnnn1CC,14%,-2%,29%
COc1ccccc1CNC(=O)CSc1nc2nc(C)cc(C)n2n1,12%,-6%,11%
CCc1nc2cc(Cl)c(Cl)cc2nc1CC,10%,-4%,-1%
Cc1nn(Cc2ccccc2)c(C)c1NC(=O)Cn1nc([N+](=O)[O-])c(Cl)c1C,-12%,-6%,-12%
CC(OC(=O)c1cccs1)C(=O)NCc1cccs1 (stereo unspecified),-8%,3%,4%

# Entries of single compounds as entered above. Order of screens: FEN1 inh | KAT2A inh | N370S GC mod
# COc1cc(C(=O)COC(=O)C2CC2(Cl)Cl)cc(OC)c1OC (stereo unspecified) is entered as 0% | -1% | nt
# CC(OC(=O)c1cccs1)C(=O)NCc1cccs1 (stereo unspecified) is entered as -8% | 3% | 4%
# COc1ccccc1CNC(=O)CSc1nc2nc(C)cc(C)n2n1 is entered as 12% | -6% | 11%
# O=C(NCC(c1ccco1)N1CCc2ccccc21)C(=O)Nc1ccccc1F (stereo unspecified) is entered as -4% | 2% | 1%
# Cc1nn(Cc2ccccc2)c(C)c1NC(=O)Cn1nc([N+](=O)[O-])c(Cl)c1C is entered as -12% | -6% | -12%

# Continuation:
SMILES,FEN1 inh,KAT2A inh,N370S GC mod
CCCCOC(=O)Nc1nnc(Cc2ccc(Cl)cc2)s1,-5%,-1%,6%
CCCCNc1ccc(C(CC(N)=O)NC(=O)c2cc(C)cc(C)c2)cc1[N+](=O)[O-] (stereo unspecified),-6%,1%,-4%
Cc1oc2c(C)c(O)ccc2c(=O)c1-c1ccc2ccccc2n1,-2%,-27%,11%
CC[C@@H]1OC(=O)[C@H](C)[C@H](O[C@@H]2C[C@](C)(OC)[C@H](O)[C@H](C)O2)[C@H](C)[C@H](O[C@@H]2O[C@@H](C)C[C@@H](N(C)C)[C@@H]2O)[C@](C)(O)C[C@H](C)[C@@H]2N[C@H](COCCOC)O[C@H]([C@@H]2C)[C@]1(C)O,nt,-20%[21.4 µM],0%[21.6 µM]
Cc1ccc(F)c([C@H]2[C@@H]3C=CCC[C@@]3(C)C(=O)N2Cc2ccccc2)c1,2%,-2%,19%
CCC(c1nnc(SCC(=O)Nc2cc(S(C)(=O)=O)ccc2Cl)n1Cc1ccccc1)N(C)C (stereo unspecified),1%,1%,1%
